# Screens: PubChem, several laboratories
# hERG protect = hERG rescue from dofetilide block, primary screen, cell-based, CHO-hERG, FluxOR thallium flux, dofetilide IC70; Voltage-gated inwardly rectifying potassium channel KCNH2 (Homo sapiens), Q12809; dofetilide IC70 present; activation (rescue from dofetilide block), less the hit threshold, % at 10 µM; 310,000 tested, 0.51% active; AID 1511, 2009;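 active = activation above the mean of controls blocked by dofetilide plus 5 SD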;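 note: thallium influx through hERG after potassium depolarization seen as dye fluorescence rise; in these data hits start at about 4.7%; inactives centre near -7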
# Dyrk1A ADPGlo = rat Dyrk1A kinase inhibitors, primary screen, biochemical, single point, plate reader; ADP-Glo luminescence, NFATc1 peptide; Dual specificity tyrosine-phosphorylation-regulated kinase 1A (Rattus norvegicus), Q63470; inhibition, % at 12.5 µM; AID 504441, 2011; 310,000 tested, 0.43% active; in the data active = inhibition above about 50%;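 note: plate controls were vehicle with enzyme for no effect and no enzyme for full effect; many of its hits are not listed in these tables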
# GSK3A inh = blockers of GSK3A enzyme activity – biochemical, luminescence, cell-free homogeneous, HTS, primary screen | AID 2650, 2010 | GSK-3 alpha kinase, ADP-Glo luminescence, 60 min | inhibition, % at 10 µM | Glycogen synthase kinase-3 alpha (Homo sapiens), P49840 | 320,000 tested, 0.1% active;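 in the data active = inhibition above about 50%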;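 note: GST-tagged GSK-3 alpha with peptide substrate and 25 µM ATP; 0% = DMSO neutral wells and 100% = GW8510 positive control wells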
# KCNQ1 inh = inhibitors of human KCNQ1 channel, primary screen, cell-based, thallium flux, high-throughput. Potassium voltage-gated channel subfamily KQT member 1 (Homo sapiens), P51787. CHO-K1 KCNQ1, FluxOR thallium flux fluorescence; hits give high values. B-score at 10 µM. 310,000 tested, 1.3% active;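 active = compounds whose thallium flux B-score, printed positive for inhibition, exceeds three library SD while starting fluorescence stays within three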;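 note: channel opened by potassium depolarization with thallium stimulus after 20 min compound exposure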
# KCNK3 inh = human KCNK3 channel inhibitors, primary screen, CHO cells, FluxOR thallium flux, B-score; FluxOR fluorescence; hits give low values; 340,000 tested, 0.84% active; B-score at 10 µM;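 active = B-score under library mean minus 4 SD, starting fluorescence ratio at most library mean plus 5 SD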;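 note: more negative B-score means stronger inhibition of thallium flux through KCNK3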
# Target sequence (O14649 whole entry, looked up): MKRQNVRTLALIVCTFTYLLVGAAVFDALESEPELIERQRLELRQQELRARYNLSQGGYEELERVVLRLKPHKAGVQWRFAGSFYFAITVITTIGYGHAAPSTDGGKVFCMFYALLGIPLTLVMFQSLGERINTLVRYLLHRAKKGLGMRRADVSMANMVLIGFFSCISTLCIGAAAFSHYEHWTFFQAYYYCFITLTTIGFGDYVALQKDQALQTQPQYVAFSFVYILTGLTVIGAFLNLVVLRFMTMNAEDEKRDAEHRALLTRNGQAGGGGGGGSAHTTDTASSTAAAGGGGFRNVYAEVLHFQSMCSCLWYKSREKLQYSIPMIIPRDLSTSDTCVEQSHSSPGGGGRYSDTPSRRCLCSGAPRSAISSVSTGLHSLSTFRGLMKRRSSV
# KCNK9 block = KCNK9 potassium channel inhibitors, primary screen, HEK293 cells, thallium flux | Potassium channel subfamily K member 9 (Homo sapiens), Q9NPC2 | B-score at 10 µM | 310,000 tested, 1.2% active | AID 488922, 2010 | FluxOR thallium flux fluorescence; hits give low values;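 active = ratio B-score over 3 SD below the library mean, with starting fluorescence within 5 SD of its mean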;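 note: negative B-score means less thallium flux so channel inhibition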
# Target sequence (Q9NPC2 whole entry, looked up): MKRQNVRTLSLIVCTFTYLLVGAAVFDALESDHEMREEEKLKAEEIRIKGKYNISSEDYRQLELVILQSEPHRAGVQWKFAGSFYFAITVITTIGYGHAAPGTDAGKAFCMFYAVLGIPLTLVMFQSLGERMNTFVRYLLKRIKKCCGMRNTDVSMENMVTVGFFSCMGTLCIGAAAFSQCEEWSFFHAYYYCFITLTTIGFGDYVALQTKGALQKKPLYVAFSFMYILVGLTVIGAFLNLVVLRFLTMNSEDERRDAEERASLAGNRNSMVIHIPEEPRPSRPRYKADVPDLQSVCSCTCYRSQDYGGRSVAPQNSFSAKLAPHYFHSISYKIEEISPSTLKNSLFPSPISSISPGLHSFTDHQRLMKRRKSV
# RGS4 inh = RGS4 inhibitors, primary screen, cell-based, HEK293 M3R inducible RGS4, calcium flux. B-score at 10 µM. Fluo-4 calcium flux; hits give high values; triggered by carbachol at its EC20. Regulator of G-protein signaling 4 (Homo sapiens), P49798. AID 463165, 2010. 310,000 tested, 0.45% active;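 active = B-score, a plate-corrected calcium signal, over three deviations above library mean, with baseline fluorescence within five deviations of library mean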;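 note: RGS4 expression induced by doxycycline in cells with stable M3 receptor; B-score is computed from the integrated fluorescence ratio over baseline after carbachol; higher B-score means a larger calcium signal and so more RGS4 inhibition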
# Target sequence (P49798 whole entry, looked up): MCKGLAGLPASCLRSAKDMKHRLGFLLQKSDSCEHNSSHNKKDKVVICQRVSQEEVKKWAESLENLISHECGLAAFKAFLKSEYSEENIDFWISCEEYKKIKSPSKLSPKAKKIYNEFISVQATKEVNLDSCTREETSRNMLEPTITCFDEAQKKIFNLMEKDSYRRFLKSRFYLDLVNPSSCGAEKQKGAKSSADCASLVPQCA
# GSK3beta inhib = human GSK3beta kinase inhibitors, primary screen, biochemical, cell-free homogeneous, HTS. GST-GSK3beta kinase, ADP-Glo luminescence, 60 min; hits give low values. activity score (negative = inhibition), % at 10 µM. 300,000 tested, 0.038% active. AID 2097, 2009;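 active = more than half of replicate wells score below -50%, meaning over 50% inhibition versus plate controls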;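 note: 0% = median DMSO wells and -100% = median GW8510 positive control wells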
#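 test system = GST-tagged human GSK3beta kinase, cell-free | reagent = 25 µM ATP with peptide substrate | dosing = one dose of 10 µM per compound | schedule = 60 min reaction, RT | detection = luminescent ADP-Glo measurement of ADP formed | control set = DMSO neutral wells and GW8510 at 20 µM as positive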
# PolyA inh = polyadenylation inhibitors in yeast reporter cells, primary screen, luminescence, S. cerevisiae; S. cerevisiae SKY197-pL101 polyadenylation reporter, beta-gal luminescence; efflux-impaired pdr1/pdr3 knockout yeast; score 100 = 6 SD above DMSO; calls only at 12 µM; 300,000 tested, 0.02% active; AID 1875, 2009;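 active = lowest replicate activity score at least 50, where 100 means six control SD above control mean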;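 note: yeast exposed to compound for 9 h at 30 °C; higher score means more reporter readthrough which indicates perturbed polyadenylation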
# RGS4 pot = RGS4 potentiators or activators, primary screen, cell-based, HEK293 M3R inducible RGS4, calcium flux. B-score at 10 µM. carbachol calcium flux Fluo4; hits give low values. 310,000 tested, 0.92% active;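 active = B-score of the integrated calcium signal more than 4 SD below the library mean, with starting fluorescence not abnormally high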;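 note: negative B-score means reduced calcium response which marks RGS4 activation or potentiation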
#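 Assay system: HEK293 FlpIn-TREx cells, stable M3R, doxycycline-inducible RGS4 / Probe or stimulus: carbachol, ECmax concentration / Times: overnight RGS4 induction, 30 min dye load 37 °C, 20 min compound RT / Signal: kinetic calcium fluorescence imaging with Fluo4-AM dye, 2 µM / Measure: Agonist-evoked peak-minus-minimum fluorescence over baseline, integrated ratio, B score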
# KCNQ1 act = potentiators or activators of KCNQ1 channel, primary screen, cell-based, thallium flux, high-throughput. 310,000 tested, 0.35% active. Potassium voltage-gated channel subfamily KQT member 1 (Homo sapiens), P51787. CHO-K1 KCNQ1, thallium flux FluxOR fluorescence; hits give high values. B-score at 10 µM;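 active = fluorescence ratio B-score, a plate-corrected score, at least three library SD, with initial intensity B-score within 5 SD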
#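 Assay system: CHO-K1 cells stably expressing KCNQ1; Medium: assay buffer with matched DMSO; Also added: K+/Tl+ depolarizing stimulus; Dosing: single dose; Timing: dye 90 min, compound 20 min, room temperature; Measured by: kinetic FluxOR thallium fluorescence, 10-s 1-Hz baseline, 110-s post-stimulus read; Read-out: peak-minus-minimum fluorescence over initial fluorescence, negative-control normalized, B-scored.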
# * hit, by the source's call; i = inactive; x = no result given. Not all compounds are listed (hit frequency here may not be typical).
SMILES,hERG protect,Dyrk1A ADPGlo,GSK3A inh,KCNQ1 inh,KCNK3 inh,KCNK9 block,RGS4 inh,GSK3beta inhib,PolyA inh,RGS4 pot,KCNQ1 act
Cc1ccnc(NS(=O)(=O)c2ccc(NC(=O)COc3ccccc3)cc2)n1,-9,-6,-1,i,i,i,i,8,i,i,i
O=[N+]([O-])c1ccc(N/N=C\c2cccnc2)nc1,-13,0,3,i,i,i,i,-4,i,i,i
Cc1ccc(S(=O)(=O)N2CCCCC2)cc1C(=O)c1nccn1C,-1,0,-1,i,i,i,i,-2,i,i,i
CN1C(=O)N(C)C(c2cccc([N+](=O)[O-])c2)C2=C1CCCC2=O (stereo not drawn),-1,-3,-3,i,i,i,i,4,i,i,i
CCCCC[n+]1cccc2c3ccccc3ccc21,-19,0,-10,i,i,i,i,-4,i,i,i
CSCC[C@H](NC(=O)[C@@H]1Cc2c([nH]c3ccccc23)C2c3ccccc3C(=O)N21)C(=O)NCC1CCCO1 (stereo partly drawn),-13,3,-5,i,i,i,i,-1,i,i,i
O=C(NCc1ccccc1Cl)c1nnc(CS(=O)(=O)c2ccccc2)o1,-7,0,-3,i,i,i,i,-2,i,i,i
COc1ccccc1NC(=O)C/C(C)=N/NC(=O)C12CC3CC(CC(C3)C1)C2,-2,-2,-2,i,i,i,i,-20,i,i,i
S=C1NCCNC(=S)NCCOCCOCCN1,-9,-3,-1,i,i,i,i,0,i,i,i
CCOC(=O)N1CCN(C(=O)c2ccc(N(Cc3ccc(Cl)cc3)S(C)(=O)=O)cc2)CC1,-7,-5,-6,i,i,i,i,1,i,i,i
Cn1c(=O)c2c(O)c(Cc3ccccc3)c(=O)n(C)c2n(C)c1=O,-11,16,0,i,i,i,i,0,i,i,i
Cc1ccccc1C(=O)N/N=C1/SCC(=O)N1Cc1ccccc1,-10,0,-4,i,i,i,i,2,i,i,i
Cc1ccc(CNC(=O)Cc2ccc(-n3c(=O)[nH]c4ccsc4c3=O)cc2)cc1,-3,4,4,i,i,i,i,-3,i,i,i
Nc1cc(=O)[nH]c(N2CCN(c3ccccc3)CC2)n1,-4,0,-7,i,i,i,i,3,i,i,i
COc1ccc(S(=O)(=O)Nc2ccc(Cc3ccncc3)cc2)cc1C,-6,3,-1,i,i,i,i,1,i,i,i
c1ccc(-c2nccc(-c3ccc(-n4cnc5ccccc54)cc3)n2)nc1,-3,1,0,i,i,i,i,1,i,i,i
CCCCC(C(=O)NC1CCCC1)N(C(=O)c1snc(C(N)=O)c1N)c1ccc(OCC)cc1 (stereo not drawn),-7,0,0,i,i,i,i,0,i,i,i
COc1ccccc1NC(=S)N(Cc1ccco1)Cc1cc2cc(C)c(C)cc2[nH]c1=O,-10,-6,-1,i,i,i,i,1,i,i,i
CC1CC(C)CN(C(=O)c2cc3ccccc3o2)C1 (stereo not drawn),-10,13,-3,i,i,i,i,1,i,i,i
COc1cc(=O)[nH]c(SC(C)C(=O)Nc2cc(C)on2)n1 (stereo not drawn),-2,-6,2,i,i,i,i,-6,i,i,i
CN(C)c1ccc(-c2n(C)c3ccccc3[n+]2C)cc1,-7,4,0,i,i,i,i,-4,i,i,i
CCOc1ccc(NC(=O)C2CCN(S(=O)(=O)c3c(C)noc3C)CC2)cc1,-2,-7,9,i,i,i,i,1,i,i,i
Cc1cccc(Cn2c(C)c(C)c3cc(C(=O)NCCN4CCOCC4)ccc32)c1,-14,-3,1,i,i,i,i,-4,i,i,i
O=[N+]([O-])c1cccc(S(=O)(=O)Nc2ccc(-c3ccc(N4CCCC4)nn3)cc2)c1,-4,-7,-4,i,i,i,i,3,i,i,i
Oc1ccc(C(=S)N2CCCC2)cc1,-2,x,1,i,i,i,i,1,i,i,i

# Entries from the list above with a furan ring, fused or not, in the order listed:
SMILES,hERG protect,Dyrk1A ADPGlo,GSK3A inh,KCNQ1 inh,KCNK3 inh,KCNK9 block,RGS4 inh,GSK3beta inhib,PolyA inh,RGS4 pot,KCNQ1 act
COc1ccccc1NC(=S)N(Cc1ccco1)Cc1cc2cc(C)c(C)cc2[nH]c1=O,-10,-6,-1,i,i,i,i,1,i,i,i
CC1CC(C)CN(C(=O)c2cc3ccccc3o2)C1 (stereo not drawn),-10,13,-3,i,i,i,i,1,i,i,i

# The list continues:
SMILES,hERG protect,Dyrk1A ADPGlo,GSK3A inh,KCNQ1 inh,KCNK3 inh,KCNK9 block,RGS4 inh,GSK3beta inhib,PolyA inh,RGS4 pot,KCNQ1 act
COC(=O)c1ccc(COC(=O)CCc2nc(-c3ccccc3)c(-c3ccccc3)o2)cc1,-12,3,x,i,i,i,i,1,i,i,i
CCOC(=O)COn1c(=O)c(C)[n+]([O-])c2ccccc21,-5,-9,-4,i,i,i,i,-1,i,i,i
COc1ccc(N2CCN(C(=O)Cn3c(=O)[nH]c4ccsc4c3=O)CC2)cc1,-4,0,-1,i,i,i,i,-2,i,i,i
CCCCN1C(=O)/C(=C/C=C2/C=Cc3ccccc3N2CC)SC1=S,-23,0,1,i,i,i,i,1,i,i,i
COc1ccc(NC(=O)C2CCCN(S(=O)(=O)c3cccc4nonc34)C2)cc1 (stereo not drawn),-8,-3,-1,i,i,i,i,4,i,i,i
COc1ccc(NC(=O)CC2(CC(=O)O)CCCC2)cn1,-16,x,-4,i,i,i,i,x,i,i,i
C=CCOc1ccc(C2/C(=C(/O)c3ccc(OC)cc3)C(=O)C(=O)N2CCN2CCNCC2)cc1 (stereo not drawn),-5,-2,0,i,i,i,i,-2,i,i,i
CC(Sc1n[nH]c(N)n1)C(=O)Nc1cccc(S(=O)(=O)N2CCOCC2)c1 (stereo not drawn),-2,-3,-1,i,i,i,i,3,i,i,i
O=c1nc(N2CCOCC2)ccn1Cc1ccc(Br)cc1,-2,-11,-3,i,i,i,i,-3,i,i,i
COc1cc(/C=N/NC(=O)C(C)Nc2n[nH]c(=O)[nH]c2=O)cc(OC)c1O (stereo not drawn),-7,2,x,i,i,i,i,2,i,i,i
CCOC(=O)c1c(C)[nH]c(C2=NNC(=Nc3ccccc3OC)SC2)c1C,-10,-5,0,i,i,i,i,2,i,i,i
CO[C@H]1C=CO[C@@]2(C)Oc3c(C)c(O)c4c(O)c(c5c(c4c3C2=O)NC2(CCN(CC(C)C)CC2)N=5)=NC(=O)C(C)=CC=C[C@H](C)[C@H](O)[C@@H](C)[C@@H](O)[C@@H](C)[C@H](OC(C)=O)[C@@H]1C,-7,x,0,i,x,i,i,7,i,i,i
COc1ccc(NC(=O)NCc2ccc3c(c2)OCO3)cc1OC,-10,-2,0,i,i,i,i,2,i,i,i
CCOc1ccc(Cc2onc3c2C(=O)CC(C)(C)C3)cc1OCC,-12,1,1,i,i,i,i,0,i,i,i
CCCc1ccc(S(=O)(=O)N/N=C\c2ccc3c(c2)OCO3)cc1,-12,1,-3,i,i,i,i,4,i,i,i
Cc1nc(N2CCC(C)CC2)c2c(C)c(C(=O)Nc3ccc(C)c(F)c3)sc2n1,-28,0,0,7*,i,i,i,1,i,i,i
CCCc1cc(=O)[nH]c(SCc2ccc(C#N)cc2)n1,-4,-8,1,i,i,i,i,1,i,i,i
Cn1c(NC(=O)Cc2ccc(F)cc2)cc(=O)n(C)c1=O,-5,1,-1,i,i,i,i,1,i,i,i
COc1ccc(-c2cc(C(=O)NCCCn3ccnc3)no2)cc1,-12,2,-4,i,i,i,i,-5,i,i,i
O=C(O)CC1NCCc2ccccc21 (stereo not drawn),-9,-5,4,i,i,i,i,-1,i,i,i
COCCn1c(SCC(=O)N2CCCc3ccccc32)nnc1-c1ccco1,-6,4,-4,i,i,i,i,0,i,i,i
CCS(=O)(=O)Nc1cc(C(=O)O)ccc1C,-8,-3,-2,i,i,i,i,-6,i,i,i
O=C(Nc1ccc(F)cc1F)c1ccccc1-c1ccccc1,-10,-4,-1,i,i,i,i,1,i,i,i
CCN(CC(=O)NCc1ccc(Cl)cc1)C(=O)c1cc(S(=O)(=O)NCc2ccccc2)ccc1C,-7,-3,-3,i,i,i,i,-3,i,i,i
O=C(Nc1ccccc1)Nc1cccc(NC(=O)Nc2ccccc2)c1F,-6,3,0,i,i,i,i,2,i,i,i
CCCC(C(=O)NCCC(C)C)N(Cc1ccccc1Cl)C(=O)c1snc(C(N)=O)c1N (stereo not drawn),-15,2,-2,i,i,i,i,4,i,i,i
COC(=O)c1sc(-c2ccc(C(C)(C)C)cc2)cc1NC(=O)COCC(=O)O,-5,4,4,i,i,i,i,2,i,i,i
O=C(CCn1c(=O)sc2ccccc21)NCc1cccs1,-8,1,-4,i,i,i,i,1,i,i,i
O=C(C1CCN(S(=O)(=O)c2ccccc2)CC1)N1CCCCC1,-5,-9,-2,i,i,i,i,-1,i,i,i
COC(=O)C1=C(Nc2ccccc2NC(=O)CCCC(=O)O)CSC1,0,x,-2,i,i,i,i,2,i,i,i
